# RmlCD inh 1536 = blocks M. tuberculosis RmlC and RmlD coupled enzymes; 160,000 tested, 0.03% active; AID 1533; RmlC+RmlD coupled enzyme assay, percent inhibition; primary screen in compound mixtures; P9WH09+P9WH11; inhibition, % at 3.6 µM; in the data active = inhibition mostly above about 34%, no sharp cut-off; inconclusive = no clear call, values can overlap the other calls; inactive = mostly below about 22%; note: some results filed as inactive read as strong as hits
# Target sequence (P9WH09 whole entry, looked up): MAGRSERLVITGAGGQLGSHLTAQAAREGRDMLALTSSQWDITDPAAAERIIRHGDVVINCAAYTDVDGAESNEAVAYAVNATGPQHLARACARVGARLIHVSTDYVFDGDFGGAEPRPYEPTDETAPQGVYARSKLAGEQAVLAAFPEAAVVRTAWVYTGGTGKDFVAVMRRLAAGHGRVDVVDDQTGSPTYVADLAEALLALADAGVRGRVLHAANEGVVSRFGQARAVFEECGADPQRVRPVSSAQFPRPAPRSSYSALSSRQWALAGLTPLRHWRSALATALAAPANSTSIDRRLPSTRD
# Target sequence (P9WH11 whole entry, looked up): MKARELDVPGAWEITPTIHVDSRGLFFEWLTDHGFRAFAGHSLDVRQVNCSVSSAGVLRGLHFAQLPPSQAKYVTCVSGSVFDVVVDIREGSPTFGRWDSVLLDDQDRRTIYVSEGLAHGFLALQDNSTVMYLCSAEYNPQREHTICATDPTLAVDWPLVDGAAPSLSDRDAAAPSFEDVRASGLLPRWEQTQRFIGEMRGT
# GlmU inhibition = inhibition of mycobacterial GlmU enzyme – biochemical, glucosamine-1-phosphate acetyltransferase (AID 1376) | M. tuberculosis GlmU acetyltransferase enzyme assay; higher % means a stronger effect | 220,000 tested, 0.25% active | inhibition, %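 (tested at 30 µM in the primary screen)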; hits with a dose series show IC50 in µM; in the data active = inhibition above about 13%; inconclusive = no clear call, values can overlap the other calls;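 note: 0% = complete reaction with vehicle and 100% = reaction without substrate; strong numbers were not always called active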
# Numbers without * were called inactive; ? = inconclusive; . = no result given. A portion of the library; rates above refer to the full screens.
SMILES,RmlCD inh 1536,GlmU inhibition
CC1CC(C)CN(C(=O)c2ccc3c(c2)N(Cc2ccccc2)CCS3)C1 (stereo unspecified),-7,0.2%
COC1(OC)N=C(N)C2(C#N)C(c3ccccc3)NC(C)=CC12C#N (stereo unspecified),-3,0.1%
Cc1ccc(N2CN=C(c3ccccc3)NC2=S)cc1,.,-4.5%
Cc1ccc(N2C(S)=C(C#N)C(=O)NC2c2ccco2)cc1 (stereo unspecified),-8,1.4%
COc1ccc(-c2nc3ccccc3c(=O)n2CCOc2cccc(C)c2C)cc1,-10,1.8%
CC1=CC(C)(C)NC(=S)N1NC(=O)c1ccccc1Cl,8,-0.4%
Cc1cc(C)n(C(C)n2nc(C)cc2C)n1,7,-0.8%
CN=C(Nc1cc(Cl)ccc1Cl)SC1CC(=O)N(c2ccc(C(=O)OC)cc2)C1=O (stereo unspecified),.,-4.4%
Cc1cc2c(ncn2C)c(NS(=O)(=O)c2ccccc2Cl)c1C,.,2.1%
CC1CCCCC1NCc1cccc([N+](=O)[O-])c1 (stereo unspecified),-10,-2.4%
COc1ccc2oc(C(=O)Nc3nc4ccccc4[nH]3)c(C)c2c1,29,-3.9%
CCN=C1SC(CC(=O)Nc2ccccc2OCC)C(=O)N1CC (stereo unspecified),12,-0.6%
CCOC(=O)c1cc(C)n(-c2ccc(OC)c(OC)c2)c1C,3,-1.2%
CC(C)CNS(=O)(=O)c1ccc(CCC(=O)N2CCCC2)cc1,-11,2.6%
Fc1ccccc1CN1CCCCCCC1,?,-5.5%
Cc1cccc(CSc2nnc(-c3ccco3)n2C)c1,8,3.9%
O=C1C(=O)N(c2ccc(O)cc2)C(c2ccccc2[N+](=O)[O-])/C1=C(\O)c1ccccc1 (stereo unspecified),-2,3.4%
CCOC(=O)C1=C(c2ccccc2)OC(N)=C(C#N)C1c1ccco1 (stereo unspecified),0,-3.6%
Cn1c(=O)c2c(nc(SCc3ccccn3)n2C)n(C)c1=O,.,-6.5%
Cn1c(SCC(=O)Nc2ccc3[nH]c(=O)[nH]c3c2)nnc1-c1ccc(F)cc1,1,0.3%
CNS(=O)(=O)c1cc2c3c(cccc3c1)C(=O)NC2=O,4,-5.9%
CCOC(=O)C1CCN(C(=O)Cc2ccc(C)cc2)CC1,7,-4.7%
O=C(NC(=S)Nc1ccccc1C(F)(F)F)c1ccccc1F,.,2.0%
CSc1ccc(CCNC(=O)c2cc(C)nn2-c2ccccc2)cc1,-10,-1.3%
COc1nc(NCc2ccco2)nc(N2CCC(C)CC2)n1,0,2.2%

# Nothing new here: entries from further up.
SMILES,RmlCD inh 1536,GlmU inhibition
CCOC(=O)C1CCN(C(=O)Cc2ccc(C)cc2)CC1,7,-4.7%
O=C(NC(=S)Nc1ccccc1C(F)(F)F)c1ccccc1F,.,2.0%
CSc1ccc(CCNC(=O)c2cc(C)nn2-c2ccccc2)cc1,-10,-1.3%
COc1nc(NCc2ccco2)nc(N2CCC(C)CC2)n1,0,2.2%

# Continued:
SMILES,RmlCD inh 1536,GlmU inhibition
O=C(CC1(c2ccc(Cl)cc2)C2CC3CC(C2)CC1C3)NCCO (stereo unspecified),0,-3.8%
Cc1ccc(C(=O)N/C(=C\c2ccc(-c3cccc([N+](=O)[O-])c3)o2)C(=O)NC(C)(C)C)cc1,9,1.6%
Cc1cc(C(=O)c2cccs2)c(N)s1,14,0.1%
Cn1c(CN2CCN(c3cccc(Cl)c3)CC2)nc2ccccc21,.,-0.3%
COC(=O)[C@@H]1CCCN1C(=O)CCc1nnc(CCC2CCCCC2)o1,-7,3.5%
CC1CCCC(NC(=O)CC2Nc3ccccc3NC2=O)C1C (stereo unspecified),8,.
CCC(=O)N1CCc2cc(OC)c(OC)cc2C1COc1ccc(C(=O)OC)cc1 (stereo unspecified),10,2.8%
C/C(=N\NC(=O)Cc1cc(=O)[nH][nH]1)c1cccc([N+](=O)[O-])c1,.,-0.2%
CC1=NNC(=O)C1CCC(=O)N/N=C\c1ccc(Cl)c(Cl)c1 (stereo unspecified),-12,6.7%
CCOC(=O)C1CCCN(C(=O)Cn2nc(Cc3cccnc3)c3ccccc3c2=O)C1 (stereo unspecified),13,0.4%
c1coc(-c2nc3nc4ccccc4nc3n2CC2CCCO2)c1 (stereo unspecified),8,.
O=C(Nc1cccc(Cl)c1)NC1CC2CCC(C1)N2Cc1ccco1 (stereo unspecified),-9,-6.9%
COc1ccc(N(Cc2ccccc2)S(=O)(=O)c2cccc(C(=O)NC3=NCCS3)c2)cc1,.,1.6%
Cc1ccccc1CN(C)C(C)C(=O)Nc1ccccc1F (stereo unspecified),8,2.0%
O=C(NCCCN1CCOCC1)c1ccccc1NS(=O)(=O)c1cc([N+](=O)[O-])ccc1Cl,-3,-3.3%
Cc1oncc1-c1csc(-c2ccccc2Cl)n1,7,6.2%
C/C(=N\NC(=O)CN(c1ccccc1Br)S(C)(=O)=O)c1ccc2c(c1)OCCO2,5,0.9%
Cc1ccc(C(=O)CSC2=NC(N)=C(C#N)C3(CCCCC3)C2C(N)=O)cc1 (stereo unspecified),2,7.7%
O=C1CC(C(F)(F)C(F)(F)C(F)(F)C(F)(F)F)=Nc2ccccc2N1,.,1.1%
N=C(N)N1CCN(Cc2ccccc2)CC1,.,-3.9%
CNC(=O)COC(=O)c1c2c(nc3ccccc13)CCC2,6,.
Cc1nc2c3cnn(-c4ccc(C)c(C)c4)c3ncn2n1,-4,-8.5%
CC(C)C(NC(=O)C(c1ccccc1)c1ccccc1)c1nc2ccccc2[nH]1 (stereo unspecified),-3,1.8%
Cc1c2c(n3c(nc4ccccc43)c1C#N)N(c1ccccc1)CC2,-7,-0.5%
CC(C)(C)c1[nH]nc2c1C(c1ccco1)C(C#N)=C(N)O2 (stereo unspecified),-16,2.3%
# (continued)
SMILES,RmlCD inh 1536,GlmU inhibition
Cc1ccnc(NC(=O)COC(=O)C23CC4CC(CC(C4)C2)C3)n1,3,1.3%
C=C(c1cccc2ccccc12)P(=O)(O)O,-10,7.8%
C=CCN1C(=O)CN=C1Nc1cc(C)ccc1C,-4,0.1%
COc1cccc(CC(=O)N2CCN(c3ccccc3[N+](=O)[O-])CC2)c1,-2,4.0%
Cc1c(Br)c([N+](=O)[O-])nn1CC(=O)Nc1ccc(Cc2ccncc2)cc1,.,3.0%
COc1cccc(-c2nc(-c3ccc(NC(=O)Cc4ccccc4OC)cc3)no2)c1,3,1.4%
CCC(=O)N1CCc2cc(S(=O)(=O)CCC(=O)N3CCc4ccccc4C3)ccc21,8,3.4%
COc1ccc(S(=O)(=O)NC(CC(=O)NCc2ccc3c(c2)OCO3)c2ccco2)cc1 (stereo unspecified),0,6.2%
CCc1c(O)nc(SCC(=O)Nc2ccccc2OC)[nH]c1=O,.,0.7%
Cc1ccccc1OCc1nc2ccccc2c(=O)n1/N=C/c1c[nH]c2ccccc12,-7,-2.7%
C=CCNC(=O)C1CCN(c2cc(C)nc(-c3ccccc3)n2)CC1,13,-0.9%
Cc1[nH]nc2c1C(C(C)c1ccccc1)C(C#N)=C(N)O2 (stereo unspecified),-12,-1.6%
C=C(C)CC(NCc1ccco1)c1ccc(OC)cc1 (stereo unspecified),2,3.5%
CCn1c(C)nc2cc(C(=O)NNC(=O)Nc3ccc(Cl)cc3)ccc21,4,-4.7%
COC(=O)c1sccc1NC(=O)CSc1cc(Cl)ccc1Cl,-2,-6.3%
O=C(Nc1ccccn1)c1sc2cccc(F)c2c1Cl,26,2.9%
Cc1c(C(C)O)nnn1-c1nonc1N (stereo unspecified),0,3.2%
CCOc1ccc(S(=O)(=O)N/N=C(\C)Cc2ccc(OC)cc2)cc1,-5,-4.3%
O=C(Nc1ccccc1)Nc1cc(OCC(F)(F)F)cc(OCC(F)(F)F)c1,10,-0.4%
COc1cc(OC)c(OC)cc1CNC1CCCCCC1,-10,1.4%
Cc1ccc(C(=O)N2CCN(c3ncnc4c3cnn4-c3ccccc3)CC2)cc1,.,-1.4%
Cc1ccc2oc(=O)c3cnn(CC(=O)N4CCc5ccccc5C4)c3c2c1,-4,1.9%
COC(=O)/C=C1/N/C(=N\c2nc(C)cc(C)n2)N(c2ccc(C)c(C)c2)C1=O,6,2.1%
Cc1cc(C)nc(N2CCC(C(=O)Nc3ccc4c(c3)OCCO4)CC2)n1,1,-3.0%
CC(C)OCCCNC(=O)c1cc(Sc2ccc(F)cc2)nc2ccccc12,-11,0.8%

# Part of the list above, field by field:
Cc1[nH]nc2c1C(C(C)c1ccccc1)C(C#N)=C(N)O2 (stereo unspecified)
  RmlCD inh 1536 = -12
  GlmU inhibition = -1.6%

C=C(C)CC(NCc1ccco1)c1ccc(OC)cc1 (stereo unspecified)
  RmlCD inh 1536 = 2
  GlmU inhibition = 3.5%

# (next part)
SMILES,RmlCD inh 1536,GlmU inhibition
Oc1ccc(C=NC2CCCCC2)c(O)c1,-1,-7.0%
O=C(COC(=O)c1cccs1)Nc1cccc(S(=O)(=O)NC2=NCCCCC2)c1,-6,0.6%
O=C(c1ccccc1-c1ccccc1)N1CCCCC1,5,-8.1%
Cc1cc(C)n(-c2nnc(C)n2/N=C/c2ccco2)n1,.,-0.6%
COc1ccc(C2C(C(=O)Nc3cc(C)on3)c3ccccc3C(=O)N2C)cc1OC (stereo unspecified),7,3.7%
COc1ccc(NC(=O)CCN2C(=O)C3CC=C(Cl)CC3C2=O)cc1 (stereo unspecified),.,3.0%
CCCCNC(=O)C1CC(=O)N(c2ccc(OC)cc2)C1c1ccc(OC)cc1 (stereo unspecified),.,-1.9%
CCOC(=O)C1(CCc2ccccc2)CCN(C(=O)c2cc(C)nc(C)n2)CC1,8,-4.4%
NC(=O)[C@H]1CC2(CC(c3cccc(NC(=O)[C@H]4CCC(=O)N4)c3)=NO2)CN1C(=O)CC(c1ccccc1)c1ccccc1 (stereo partly specified),7,-0.2%
CCOC(=O)c1cnc(-n2cc(C)cn2)nc1Nc1ccccc1OC,.,3.4%
COc1ccc(/C=N/Nc2ncnc3sc4c(c23)CCCC4)cc1O,6,-1.6%
CCCCC1=CC2=CC(=O)C(C)(OC(=O)CC)C(=O)C2=CN1Cc1ccco1 (stereo unspecified),.,2.0%
Cn1cccc1Cc1nnc(SCC(=O)NCCc2ccccc2)n1-c1ccc(F)cc1,5,3.1%
Cc1ccc2cc(C)c(SCC(=O)NCc3ccco3)nc2c1,10,-6.2%
CC(C)(Oc1ccc(Cl)cc1)C(=O)N1CCC(C(N)=O)CC1,.,8.6%
CCOc1ccc2nc(NCCCO)[nH]c2c1,.,2.5%
CN1CCN(C(=O)C2=C[C@@H](c3ccccc3)C[C@@H](OCCCCO)O2)CC1,.,4.2%
Cc1ccc(Cn2nnnc2CN2CCC(n3nnc4cc(C)ccc43)CC2)cc1,.,3.2%
Cc1nnc(N(Cc2ccccc2)C(=O)c2cnccn2)s1,.,-1.1%
CCOc1ccccc1N1CCN(CC(O)COc2ccc3c(C)cc(=O)oc3c2)CC1 (stereo unspecified),-5,-0.7%
O=C(CO/N=C1\CCCc2nonc21)Nc1ccc(Br)cc1,.,0.0%
N#Cc1c(NC(=S)NC(=O)C2CCCC2)sc2c1CCCCC2,-7,0.4%
CN(c1cccc(NC(=O)CN2C(=O)c3ccccc3S2(=O)=O)c1)S(C)(=O)=O,.,-0.9%
N/C(=N/O)c1cccn1Cc1ccccc1[N+](=O)[O-],1,1.4%
O=S(=O)(c1ccc(Cl)cc1)N1CCN=C1SCc1ccc(Cl)c(Cl)c1,-1,2.6%
# Next compounds follow.
SMILES,RmlCD inh 1536,GlmU inhibition
COc1ccc(CCN(C)Cc2nc(-c3cnccn3)no2)cc1OC,5,-4.5%
Cc1ccc(NC(=O)CCCN2C(=O)/C(=C/C=C/c3ccccc3)SC2=S)cc1,.,-3.6%
Nc1nnc(SCc2ccccc2F)n1-c1ccccc1,.,6.9%
CC(CC(=O)c1cccs1)CC(=O)c1cccs1,2,-4.7%
CCCn1c(N2CCN(C)CC2)nc2c1c(=O)[nH]c(=O)n2C,.,-2.0%
O=C(NCC1CC1)[C@]1(C(F)(F)F)C[C@H](CCC2CCCCC2)CCCO1,.,0.8%
COC(=O)c1[nH]c2ccccc2c1NC(=O)CN1CCCc2ccccc21,7,-1.8%
Oc1[nH]c2ccccc2c1N=NC(=S)NCCc1ccccc1,.,3.2%
Cc1nn(C)c(C(=O)N/N=C/c2ccc(C(F)(F)F)cc2)c1[N+](=O)[O-],.,-0.7%
O=C(c1cc(-c2cccnc2)nc2ccc(Br)cc12)N1CCN(c2ncccn2)CC1,1,-4.8%
O=C(Oc1ccc2c(=O)c(Cl)coc2c1)c1ccncc1,.,-2.5%
COC(=O)c1ccccc1S(=O)(=O)N1CCn2cccc2C1C (stereo unspecified),-2,-6.4%
CCOC(=O)c1ccc2nc(NC(C)=O)sc2c1,.,4.7%
COC(=O)[C@@]1(C#N)[C@@H]2C=CC(C(C)=O)=CN2[C@@H](C(N)=O)[C@@H]1c1ccc(F)cc1,-10,-1.0%
Cc1nn(Cc2ccc(Cl)cc2)c(C)c1NC(=O)c1cc(-c2ccco2)on1,0,.
COc1ccccc1CNCC(=O)Nc1ccc(N2CCOCC2)cc1,-8,4.0%
COC(=O)c1ccccc1N(C)S(=O)(=O)c1cc2c(cc1C)OCC(=O)N2,0,7.7%
O=C1CSC(=Nc2ccccc2)N1Cc1ccccc1,-7,-0.5%
COc1ccc(N2C(=O)CSC2c2ccccc2[N+](=O)[O-])cc1 (stereo unspecified),-7,-8.6%
CCOC(=O)N(C)c1ccc(C(O)(C(=O)OC)C(F)(F)F)cc1 (stereo unspecified),.,-4.2%
COc1cccc2sc(NNC(=O)C3=COCCO3)nc12,.,-2.4%
Cc1ccc(CSC2=NCCN2C(=O)C2CC2)cc1,15,-2.5%
N/C(=N\OC(=O)Cc1cccs1)c1ccc([N+](=O)[O-])cc1,-13,1.9%

# Part of the list above, as tab-separated lines:
molecule	RmlCD inh 1536	GlmU inhibition
Cc1cc2c(ncn2C)c(NS(=O)(=O)c2ccccc2Cl)c1C	.	2.1%
Cc1c(Br)c([N+](=O)[O-])nn1CC(=O)Nc1ccc(Cc2ccncc2)cc1	.	3.0%

# Source: PubChem BioAssay (several laboratories)
